Bioassay records as filed in PubChem.
AGP1 TOR yeast: yeast TOR pathway AGP1-GFP modulation. S. cerevisiae AGP1-GFP multiplex flow cytometry, 3 h; GFP as percent of DMSO wells. GFP response vs DMSO, % at 10 µM. 320,000 tested, 0.02% active. AID 2066;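 active means GFP response relative to DMSO above a set limit, near screen average plus 3 SD, cut at about 150% in these data; inconclusive means fewer than 70 cells counted for the yeast strain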;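 further: median GFP channel fluorescence of the gated AGP1 strain per well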
GLD-1 RNA inh: GLD-1-TGE RNA interaction inhibition (C. elegans) | Q17339 | purified GLD-1 + fluorescein TGE RNA, fluorescence polarization | inhibition, % at 5.96 µM | 320,000 tested, 0.44% active | AID 2280;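 active means percent inhibition above a per-plate cutoff, the plate mean of test compounds plus 3 SD, cut at about 30% in these data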;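 further: 0% = DMSO wells with GLD-1 and probe and 100% = wells lacking GLD-1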
Yeast superoxide: lowers age-related superoxide in aged yeast cells | S. cerevisiae aged cells, superoxide DHE fluorescence; stronger effect = lower value | superoxide response (% of plate mean), % at 10 µM | 330,000 tested, 0.18% active | AID 2690;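 active means superoxide response under a set limit, about three screen SD below normal, cut at about 65% in these data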;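 further: yeast aged for seven days with compound at 30 °C before DHE staining; 100% = average MFI of all compound-treated wells on the plate with controls excluded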
BCLXL inh: inhibitors of human Bcl-xL. Q07817. GST-Bcl-xL / FITC-Bim BH3 peptide fluorescence polarization. inhibition, % at 10.9 µM. 320,000 tested, 0.7% active. AID 2129;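 active means inhibition above the mean of all tested compounds plus 3 SD, cutoff set per campaign, cut at about 30% in these data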;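 further: 0% = DMSO wells and 100% = unlabeled Bim-BH3 peptide competitor; inhibitors lower millipolarization by displacing the labeled peptide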
MEX-5 binding: C. elegans MEX-5 TCR-2 RNA binding activity; Q9XUB2; activity score (negative = inhibition of binding), % at 10 µM; 300,000 tested, 0.38% active; MEX-5/FITC-TCR2 RNA binding, fluorescence polarization; stronger effect = lower value;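 active means inhibition past about -25% in most replicates, and total fluorescence under double the plate's negative control median, limit read from the data; inconclusive means replicates evenly split on the limit, or fluorescence at least double controls; inactive means too little inhibition in most replicates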;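 further: 0% = DMSO and -100% = 5 µM competing unlabeled TCR2 RNA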
GRK2 aptamer HTS: blocks RNA aptamer binding to human GRK2 | P25098 | bead flow cytometry, FAM-aptamer displacement from GRK2 | inhibition of aptamer binding, % at 10 µM | 330,000 tested, 0.59% active | AID 488847;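 active means inhibition of aptamer binding above 40%, roughly 3 SD of noise, on plates passing a quality check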;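 further: median bead fluorescence of bound FAM aptamer so fluorescent compounds give negative values; no value below 0 was filed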
Target sequence (P25098 whole entry, looked up): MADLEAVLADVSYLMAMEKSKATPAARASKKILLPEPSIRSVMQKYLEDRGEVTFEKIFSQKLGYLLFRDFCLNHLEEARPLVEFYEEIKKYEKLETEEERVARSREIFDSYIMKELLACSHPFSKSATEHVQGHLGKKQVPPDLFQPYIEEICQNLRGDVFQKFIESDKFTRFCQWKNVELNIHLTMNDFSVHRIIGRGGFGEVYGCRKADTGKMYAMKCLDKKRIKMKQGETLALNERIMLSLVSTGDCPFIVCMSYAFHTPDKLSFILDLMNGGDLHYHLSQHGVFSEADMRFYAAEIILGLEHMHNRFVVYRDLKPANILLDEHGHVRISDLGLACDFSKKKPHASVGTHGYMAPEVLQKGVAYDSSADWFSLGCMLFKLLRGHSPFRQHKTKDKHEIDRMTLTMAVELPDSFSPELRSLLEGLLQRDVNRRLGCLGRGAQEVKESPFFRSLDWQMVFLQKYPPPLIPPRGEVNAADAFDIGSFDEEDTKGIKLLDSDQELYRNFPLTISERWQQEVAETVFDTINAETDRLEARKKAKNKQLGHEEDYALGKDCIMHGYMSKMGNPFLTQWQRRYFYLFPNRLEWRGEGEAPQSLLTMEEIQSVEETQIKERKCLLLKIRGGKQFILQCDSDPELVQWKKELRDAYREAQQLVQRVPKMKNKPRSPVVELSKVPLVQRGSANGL
CIT2-GFP yeast: modulators of TOR pathway CIT2-GFP in S. cerevisiae | S. cerevisiae CIT2-GFP strain, flow cytometry, 3 h; 100 means same as DMSO wells | GFP response vs DMSO, % at 10 µM | 320,000 tested, 0.065% active | AID 2029;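 active means GFP response relative to DMSO above a set limit, near the screen mean plus 3 SD, cut at about 150% in these data; inconclusive means Fewer than 70 cells measured for a yeast strain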;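 further: ratio of well median GFP fluorescence to mean of DMSO wells on the plate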
VLA-4 inh: inhibition in a human VLA-4 binding assay; P13612; VLA-4 expressing cells, ligand binding flow cytometry; inhibition, % (about 7 µM as worked out from the volumes in the protocol); 330,000 tested, 0.2% active; AID 2557; in the data active means inhibition above about 50%
MCL1 BIM primary: disrupts human MCL1 binding to BIM-BH3 peptide; AID 2057; 320,000 tested, 0.68% active; inhibition, % at 10.9 µM; Q07820; GST-MCL1 / FITC-Bim-BH3 fluorescence polarization;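 active means inhibition above the mean inhibition of all tested compounds plus 3 SD, set per campaign, cut at about 40% in these data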;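 further: 0% = DMSO wells and 100% = unlabeled Bim-BH3 peptide control; higher means more loss of mP so more displacement of Bim peptide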
Target sequence (Q07820 whole entry, looked up): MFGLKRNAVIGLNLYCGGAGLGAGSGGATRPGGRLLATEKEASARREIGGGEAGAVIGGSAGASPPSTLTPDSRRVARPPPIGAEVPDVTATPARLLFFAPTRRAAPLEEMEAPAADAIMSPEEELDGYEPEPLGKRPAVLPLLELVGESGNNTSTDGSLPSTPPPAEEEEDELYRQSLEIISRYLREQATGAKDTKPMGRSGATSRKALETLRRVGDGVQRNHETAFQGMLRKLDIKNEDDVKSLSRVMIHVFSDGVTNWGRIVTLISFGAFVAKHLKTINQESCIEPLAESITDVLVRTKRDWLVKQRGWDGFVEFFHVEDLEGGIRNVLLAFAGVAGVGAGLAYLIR
Active calls of the source: *; ? = inconclusive; . = no result given; [ ] = remark or other dose. Random draw from the library; overall some 2.1% were active at least once.

SMILES	AGP1 TOR yeast	GLD-1 RNA inh	Yeast superoxide	BCLXL inh	MEX-5 binding	GRK2 aptamer HTS	CIT2-GFP yeast	VLA-4 inh	MCL1 BIM primary
Cc1cc(C(=O)OCC(=O)Nc2cccc(S(N)(=O)=O)c2)c(C)o1	100	4	97	.	.	3	102	20	.
COc1cccc(C(=O)/C=C/c2ccc(N3CCCCC3)c([N+](=O)[O-])c2)c1	98	3	113	4	-0.5	3	99	33	10
CC(CCC(=O)O)C1CC[C@@]2(C)C3C(=O)CC4C(C)(C)C(O)CC[C@]4(C)C3C(=O)C[C@]12C (some centres undefined)	99	4	112	-3	0.7	44*	95	-4	4
CCC(=O)Nc1ccc(C(=O)OCc2ccccc2)cc1	83	-1	99	-3	-0.6	1	75	13	-3
Cc1cc(SCC(=O)N(CC(C)C)c2c(N)n(CC(C)C)c(=O)[nH]c2=O)nc2ccccc12	95	6	92	9	.	1	89	2	8
Cn1c(=O)c2ccccc2n2c(CCl)nnc12	100	6	94	2	2.4	0	99	10	5
CCOC(=O)c1c(-c2ccc(C)o2)csc1NC(=O)COC(=O)c1ccc(NC(N)=O)cc1	104	-2	107	-1	-3.0	0	95	2	-3
CCC(C(=O)NC(C)(C)C)N(Cc1ccco1)C(=O)CNS(=O)(=O)c1ccc(OC)cc1 (centres undefined)	107	2	104	3	-0.7	0	110	7	7
O=C(OCc1nc2ccccc2s1)c1ccccc1O	91	-5	91	-3	1.6	3	89	0	-3
Cc1ccc(NC(=O)COC(=O)c2ccc(Cl)cc2)cc1S(=O)(=O)N(C)C	88	6	100	-4	0.4	4	93	-1	-4
CN1CCC/C1=C1/C(=O)N(c2ccccc2)N=C1NC(=O)Nc1cccc(Cl)c1	96	8	99	2	0.2	1	92	14	-6
O=C(CSCc1cccc(Cl)c1)NCc1ccc2c(c1)OCO2	103	5	106	-2	0.2	0	97	10	5
Cc1ccc(S(=O)(=O)NCC(=O)Nc2cccc([N+](=O)[O-])c2)cc1	86	2	85	5	0.0	6	86	0	2
CSCCC(NS(=O)(=O)/C=C/c1ccccc1)C(=O)O (centres undefined)	99	4	103	4	1.1	0	101	21	5
c1ccc2c(c1)OCCOCCOc1ccccc1OCCOCCO2	90	-2	104	0	-2.4	0	88	7	1
c1ccc(CCNc2ncnc3scc(C4COc5ccccc5O4)c23)cc1 (centres undefined)	97	8	105	-2	0.7	5	88	31	-1
CCN(CC)C(=O)C(=O)N/N=C/c1ccc(C(=O)OC)cc1	100	-3	97	-2	-2.8	1	101	23	-1
COc1ccc(C2CC(O)(c3ccccc3)Oc3cc(OC)c(OC)c(OC)c32)cc1 (centres undefined)	25	7	101	-4	-3.0	2	82	-10	-3
Cc1ccc(S(=O)(=O)N2CC(=NN=C(N)N)C2)cc1	101	-1	109	-3	-0.8	0	104	-8	-5
c1ccc2c3c([nH]c2c1)C1(CCCCC1)NCC3	103	3	137	1	3.9	0	101	37	-3
CCOC(=O)c1ccccc1NC(=O)COC(=O)CSCC(=O)Nc1cc(C)on1	109	0	93	0	2.1	2	117	-10	-2
O=C(O)CCCCCNC(=O)/C=C/c1ccco1	92	5	103	6	-0.5	3	83	-1	0
COC(=O)Cn1c(CN2CCN(c3ccc(F)cc3)CC2)nc2c1c(=O)n(C)c(=O)n2C	112	2	103	21	-0.1	0	102	26	12
CCN(Cc1ccccc1)S(=O)(=O)c1c(C(=O)N2CCCC2)c(C)n(C)c1C	106	-8	98	2	-0.1	0	114	-1	-1
COCCNc1oc(-c2ccc(F)cc2)nc1C#N	105	6	108	5	-0.6	3	117	1	4

As a short view, 13 of the compounds above.
SMILES	AGP1 TOR yeast	GLD-1 RNA inh	Yeast superoxide	BCLXL inh	MEX-5 binding	GRK2 aptamer HTS	CIT2-GFP yeast	VLA-4 inh	MCL1 BIM primary
Cc1cc(C(=O)OCC(=O)Nc2cccc(S(N)(=O)=O)c2)c(C)o1	100	4	97	.	.	3	102	20	.
COc1cccc(C(=O)/C=C/c2ccc(N3CCCCC3)c([N+](=O)[O-])c2)c1	98	3	113	4	-0.5	3	99	33	10
CC(CCC(=O)O)C1CC[C@@]2(C)C3C(=O)CC4C(C)(C)C(O)CC[C@]4(C)C3C(=O)C[C@]12C (some centres undefined)	99	4	112	-3	0.7	44*	95	-4	4
CCC(=O)Nc1ccc(C(=O)OCc2ccccc2)cc1	83	-1	99	-3	-0.6	1	75	13	-3
Cc1cc(SCC(=O)N(CC(C)C)c2c(N)n(CC(C)C)c(=O)[nH]c2=O)nc2ccccc12	95	6	92	9	.	1	89	2	8
Cn1c(=O)c2ccccc2n2c(CCl)nnc12	100	6	94	2	2.4	0	99	10	5
CCOC(=O)c1c(-c2ccc(C)o2)csc1NC(=O)COC(=O)c1ccc(NC(N)=O)cc1	104	-2	107	-1	-3.0	0	95	2	-3
CCC(C(=O)NC(C)(C)C)N(Cc1ccco1)C(=O)CNS(=O)(=O)c1ccc(OC)cc1 (centres undefined)	107	2	104	3	-0.7	0	110	7	7
O=C(OCc1nc2ccccc2s1)c1ccccc1O	91	-5	91	-3	1.6	3	89	0	-3
Cc1ccc(NC(=O)COC(=O)c2ccc(Cl)cc2)cc1S(=O)(=O)N(C)C	88	6	100	-4	0.4	4	93	-1	-4
CN1CCC/C1=C1/C(=O)N(c2ccccc2)N=C1NC(=O)Nc1cccc(Cl)c1	96	8	99	2	0.2	1	92	14	-6
O=C(CSCc1cccc(Cl)c1)NCc1ccc2c(c1)OCO2	103	5	106	-2	0.2	0	97	10	5
Cc1ccc(S(=O)(=O)NCC(=O)Nc2cccc([N+](=O)[O-])c2)cc1	86	2	85	5	0.0	6	86	0	2

Going on with the list.
SMILES	AGP1 TOR yeast	GLD-1 RNA inh	Yeast superoxide	BCLXL inh	MEX-5 binding	GRK2 aptamer HTS	CIT2-GFP yeast	VLA-4 inh	MCL1 BIM primary
COc1ccccc1C1CN=NC12CCCc1ccccc1C2=O (centres undefined)	99	4	104	1	1.0	0	81	1	-3
CC(C)/C=N/Nc1nc(-c2ccc(Br)cc2)cs1	99	2	91	8	-1.5	0	101	-7	10
C=C(C)CSc1nc(N)cc(=O)[nH]1	101	-3	92	2	-0.8	4	102	-10	-7
COCC(C)NCc1cc(Br)ccc1OC (centres undefined)	102	-10	133	0	-2.5	2	101	14	-6
Cc1cc(OCc2ccccc2)ccc1/C(O)=C1/C(=O)C(=O)N(Cc2cccnc2)C1c1ccncc1 (centres undefined)	99	-5	117	2	.	0	89	-1	-3
CCCCn1c(=S)[nH]c2cc(S(=O)(=O)N3CCOCC3)ccc21	106	7	91	.	.	5	95	18	.
COC(=O)C(C)Oc1cc(OC(C)C(=O)OC)c2c(-c3ccccc3)cc(=O)oc2c1 (centres undefined)	87	1	94	1	-1.8	4	92	5	1
CCCN1CCC(=O)N([C@H](CO)Cc2ccccc2)CC1	74[may fluoresce red and violet]	-2	94	3	-2.0	0	?	40	5
O=C(CSc1nc(-c2ccccc2)nc2c1Cc1ccccc1O2)Nc1ccccc1	96	1	106	3	1.1	0	98	10	3
CCCCc1cc(=O)oc2cc(OCC(=O)NCc3ccccn3)ccc12	102	4	96	1	-0.6	3	103	19	-10
COc1cccc2[nH]c(=O)c(-c3ccccc3)cc12	85	-5	92	-1	-1.3	1	92	10	-1
O=C(COc1ccc2ccccc2c1Br)N1CCN(c2ccccn2)CC1	97	7	106	-4	0.8	1	89	2	-8
Cc1ccc(NC(=O)c2ccccc2)cc1-n1cnnn1	99	-6	104	3	-0.8	0	101	5	5
COc1ccc(CCNC(=O)CN(c2ccc(OC)c(OC)c2)S(C)(=O)=O)cc1	95	5	100	-1	1.0	2	96	-1	4
O=C(Nc1cccc([N+](=O)[O-])c1)c1ccc(CN2CCOCC2)cc1	99	4	85	4	2.4	0	100	-18	7
COc1ccccc1C(C)Nc1nc(-c2cccnc2)nc2ccccc12 (centres undefined)	101	2	96	-2	-5.9	2	103	-7	-15
CCN(C(=O)COC(=O)c1cc2c(s1)CCCC2)c1c(N)n(Cc2ccccc2)c(=O)[nH]c1=O	94	0	109	.	.	1	94	-10	.
O=C(O)C(c1ccccc1)N1C(=O)/C(=C\c2ccc(-c3cccc(Cl)c3)o2)SC1=S (centres undefined)	103	-121	97	-26	?	6	103	-9	-50
Cc1cc(NC(=O)Nc2ccccc2[N+](=O)[O-])no1	105	8	118	4	0.5	3	102	4	-5
COc1c(C)cc(C(=O)C2CCCN(Cc3c(C)n(C)n(-c4ccccc4)c3=O)C2)cc1C (centres undefined)	99	1	94	8	-2.5	0	96	-3	9
CC(C)CC1NC(=O)N(CC(=O)Nc2ccccc2-c2ccccc2)C1=O (centres undefined)	82	2	107	-15	3.1	3	85	1	-18
CCN(C(=O)CSc1nnc(-c2ccc(Cl)cc2)n1C)C1CCS(=O)(=O)C1 (centres undefined)	103	2	96	-2	1.3	0	94	3	-5
O=C(CCc1nnc2ccc(N3CCCC3)nn12)Nc1cc(F)ccc1F	99	3	109	1	-0.9	0	99	0	2
CC1CC1C(=O)Nc1nc2ccc(Cl)cc2s1 (centres undefined)	.	6	106	0	-1.0	0	.	-2	-9
COc1ccc(OC)c(S(=O)(=O)n2cccn2)c1	112	-3	105	-3	-1.2	0	103	14	-5
Next results
SMILES	AGP1 TOR yeast	GLD-1 RNA inh	Yeast superoxide	BCLXL inh	MEX-5 binding	GRK2 aptamer HTS	CIT2-GFP yeast	VLA-4 inh	MCL1 BIM primary
O=C(CNc1cccc2ccccc12)N/N=C/C(Br)=C/c1ccccc1	106	4	115	7	0.1	0	101	-4	8
CC(C)N(C(=O)CSc1nc(COc2ccccc2)nc2ccccc12)C(C)C	98	9	96	-1	-0.5	0	95	24	-6
COc1ccccc1C(=O)NC(=O)Nc1c(C)cc(C)cc1C	103	5	88	-2	-0.4	1	109	7	-4
CC(C)=N/N=C(/c1ccc([N+](=O)[O-])cc1)C12CN3CN(CN(C3)C1)C2	98	6	123	0	3.0	4	101	41	7
Cc1ccc(-n2c(O)c(C=Nc3ccc(S(=O)(=O)Nc4ncccn4)cc3)c3ccccc3c2=O)cc1C	99	0	101	5	-1.4	2	91	-13	0
Cc1ccc(C2(C)NC(=O)N(CC(=O)NNC(=O)c3cc(C)oc3C)C2=O)cc1 (centres undefined)	99	0	101	2	-1.0	3	91	8	5
O=C(CN1C(=O)/C(=C/c2cccc(Br)c2)SC1=S)NC1=NCCS1	101	-4	115	4	-22	0	103	5	1
CCOC(=O)N1CCN(CC(=O)Nc2ccc(F)c(F)c2F)CC1	100	-3	106	1	0.4	1	100	-4	0
COc1ccc(C(C)(C)C)cc1NC(=O)Cn1cnnn1	89	1	99	-7	0.3	0	97	8	-6
COCCN1C(=O)C(=O)/C(=C(/O)c2ccc(S(=O)(=O)N3CCCCC3)cc2)C1c1ccc(OC)c(OC)c1 (centres undefined)	102	11	99	13	1.8	0	98	-2	14
COc1ccc(CCNC(=O)c2ccccc2NC(=O)c2ccco2)cc1OC	108	2	99	-1	2.6	0	106	-4	-2
CN(C)CCn1nnnc1SCC1=C(C(=O)O)N2C(=O)[C@@H](NC(=O)Cc3csc(N)n3)[C@H]2SC1	94	19	113	37*	.	3	88	19	51*
